mHTT-CaM PPI inh = mutant huntingtin-calmodulin interaction inhibitors – biochemical, AlphaScreen, primary screen. P42858. AID 1671202, 2021. inhibition, % at 15 µM. 190,000 tested, 3.6% active. AlphaScreen His-mHTT/GST-CaM binding, luminescence;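 further: 0% = both proteins with DMSO and 100% = one protein alone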
Target sequence (P42858 whole entry, looked up, stated change not applied): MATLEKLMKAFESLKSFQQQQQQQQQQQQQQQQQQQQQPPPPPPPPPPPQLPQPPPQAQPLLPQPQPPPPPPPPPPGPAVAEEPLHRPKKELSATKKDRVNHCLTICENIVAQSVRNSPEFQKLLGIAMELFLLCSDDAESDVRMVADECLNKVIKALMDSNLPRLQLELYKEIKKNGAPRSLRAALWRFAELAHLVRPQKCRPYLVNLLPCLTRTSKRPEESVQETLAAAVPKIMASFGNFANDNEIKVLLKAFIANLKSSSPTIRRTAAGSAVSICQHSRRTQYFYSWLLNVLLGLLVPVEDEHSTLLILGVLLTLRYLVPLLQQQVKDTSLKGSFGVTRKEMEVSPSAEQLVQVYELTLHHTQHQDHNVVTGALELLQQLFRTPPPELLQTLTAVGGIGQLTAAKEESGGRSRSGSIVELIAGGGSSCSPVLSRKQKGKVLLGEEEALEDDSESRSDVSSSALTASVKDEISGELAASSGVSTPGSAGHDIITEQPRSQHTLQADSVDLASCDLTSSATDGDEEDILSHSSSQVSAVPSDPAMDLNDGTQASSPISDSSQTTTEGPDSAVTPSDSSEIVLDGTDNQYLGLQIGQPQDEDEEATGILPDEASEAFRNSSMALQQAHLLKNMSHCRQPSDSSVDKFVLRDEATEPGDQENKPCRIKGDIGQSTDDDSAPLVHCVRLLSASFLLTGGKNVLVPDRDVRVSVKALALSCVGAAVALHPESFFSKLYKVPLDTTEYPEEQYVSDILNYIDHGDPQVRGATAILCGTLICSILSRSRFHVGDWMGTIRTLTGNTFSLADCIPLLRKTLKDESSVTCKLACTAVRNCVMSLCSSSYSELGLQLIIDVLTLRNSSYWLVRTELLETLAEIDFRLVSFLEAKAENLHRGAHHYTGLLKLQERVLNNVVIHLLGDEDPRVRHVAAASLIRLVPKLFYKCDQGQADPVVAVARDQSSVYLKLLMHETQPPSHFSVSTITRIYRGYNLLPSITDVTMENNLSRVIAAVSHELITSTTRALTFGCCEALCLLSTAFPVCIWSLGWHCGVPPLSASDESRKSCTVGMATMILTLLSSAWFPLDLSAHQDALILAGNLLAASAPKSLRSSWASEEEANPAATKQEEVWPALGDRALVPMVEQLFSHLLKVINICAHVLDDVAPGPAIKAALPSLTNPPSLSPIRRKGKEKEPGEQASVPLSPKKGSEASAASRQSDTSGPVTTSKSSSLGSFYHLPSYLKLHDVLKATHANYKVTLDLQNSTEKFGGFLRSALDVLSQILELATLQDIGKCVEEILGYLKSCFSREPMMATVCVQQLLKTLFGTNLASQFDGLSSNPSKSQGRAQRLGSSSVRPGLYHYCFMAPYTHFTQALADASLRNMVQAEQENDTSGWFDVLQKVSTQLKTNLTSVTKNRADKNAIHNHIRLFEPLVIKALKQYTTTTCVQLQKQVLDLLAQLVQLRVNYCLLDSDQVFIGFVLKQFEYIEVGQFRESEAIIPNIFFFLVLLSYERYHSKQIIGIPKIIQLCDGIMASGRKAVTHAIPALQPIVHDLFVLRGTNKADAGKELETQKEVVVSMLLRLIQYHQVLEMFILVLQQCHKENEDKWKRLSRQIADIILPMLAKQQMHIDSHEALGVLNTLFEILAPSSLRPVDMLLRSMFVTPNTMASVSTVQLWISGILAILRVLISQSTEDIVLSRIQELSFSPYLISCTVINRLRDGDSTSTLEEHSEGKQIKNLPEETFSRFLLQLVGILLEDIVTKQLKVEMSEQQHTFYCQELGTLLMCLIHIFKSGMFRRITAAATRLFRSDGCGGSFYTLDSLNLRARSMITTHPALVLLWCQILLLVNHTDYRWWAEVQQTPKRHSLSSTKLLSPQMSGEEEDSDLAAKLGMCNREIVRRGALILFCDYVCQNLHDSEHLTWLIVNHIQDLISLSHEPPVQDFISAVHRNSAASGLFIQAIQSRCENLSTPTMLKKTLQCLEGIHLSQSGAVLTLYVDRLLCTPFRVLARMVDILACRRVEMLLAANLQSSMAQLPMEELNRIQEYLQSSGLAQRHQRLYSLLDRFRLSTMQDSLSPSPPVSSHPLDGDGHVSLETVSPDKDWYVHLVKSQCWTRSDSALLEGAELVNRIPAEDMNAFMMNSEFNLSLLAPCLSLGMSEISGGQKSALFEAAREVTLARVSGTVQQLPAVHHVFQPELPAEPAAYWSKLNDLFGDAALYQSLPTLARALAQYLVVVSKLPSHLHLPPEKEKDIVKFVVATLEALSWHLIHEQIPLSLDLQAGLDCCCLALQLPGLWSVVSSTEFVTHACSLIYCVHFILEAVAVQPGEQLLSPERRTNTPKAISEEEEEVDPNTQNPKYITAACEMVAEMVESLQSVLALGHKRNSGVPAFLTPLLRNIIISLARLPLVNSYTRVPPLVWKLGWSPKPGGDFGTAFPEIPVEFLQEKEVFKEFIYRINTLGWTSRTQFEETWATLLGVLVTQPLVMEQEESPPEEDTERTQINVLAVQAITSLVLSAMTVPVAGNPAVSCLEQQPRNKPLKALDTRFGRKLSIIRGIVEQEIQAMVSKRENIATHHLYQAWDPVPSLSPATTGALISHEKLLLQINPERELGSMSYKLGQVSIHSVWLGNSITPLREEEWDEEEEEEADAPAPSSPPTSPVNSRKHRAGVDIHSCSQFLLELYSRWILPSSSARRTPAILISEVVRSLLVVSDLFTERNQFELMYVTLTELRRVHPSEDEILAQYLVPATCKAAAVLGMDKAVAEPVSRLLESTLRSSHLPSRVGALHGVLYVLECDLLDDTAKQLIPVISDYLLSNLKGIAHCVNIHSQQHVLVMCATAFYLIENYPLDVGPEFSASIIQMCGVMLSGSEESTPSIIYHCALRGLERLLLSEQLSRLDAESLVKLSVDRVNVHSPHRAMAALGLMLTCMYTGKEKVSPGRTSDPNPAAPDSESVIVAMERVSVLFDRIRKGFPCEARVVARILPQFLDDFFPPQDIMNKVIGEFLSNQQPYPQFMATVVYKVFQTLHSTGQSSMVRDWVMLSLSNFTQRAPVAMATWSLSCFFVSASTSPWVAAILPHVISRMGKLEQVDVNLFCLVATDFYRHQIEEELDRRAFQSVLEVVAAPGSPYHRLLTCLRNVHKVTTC
Pf apPOL block = Pf-apPOL inhibitors, biochemical, fluorescence; inhibition, % at 10 µM; Recombinant Pf-apPOL, molecular beacon fluorescence, 1.5 h; 210,000 tested, 0.25% active; Plasmodium falciparum apicoplast DNA polymerase (apPOL)
The depositor's hits bear a star; . = no result given; & = joins results of further samples; ! = not active in a repeat. No stated cut-off is given here; in the data, active means inhibition above about 50%; inactive means the rest. This is a subset (hit frequency here may not be typical).

(1) Fc1cccc(Cl)c1C1CC(c2ccc(Cl)cc2)Nc2ncnn21 (configuration not stated)
(2) CC1=C(C)C(=O)C(CCCCC#CCCCC#CCO)=C(C)C1=O
(3) NC(=O)NN=Cc1ccc2c(c1)OCO2
(4) COCC(C)NC(=O)c1cnn2c1NC(c1ccccc1)CC2C(F)(F)F (configuration not stated)
(5) c1ccc(-c2nnc(-c3cc4ccccc4o3)o2)cc1
compound no.,1,2,3,4,5
mHTT-CaM PPI inh,5,.,.,2,-4
Pf apPOL block,-4,6,-4&-4,-3,-9

(6) CN(CC(=O)NCc1ccccn1)S(=O)(=O)c1ccc(Cl)cc1
(7) Cc1ccc(Nc2ccc(NC(=O)c3cnccn3)cc2)nn1
(8) O=C1CN(C(=O)c2ccccc2F)C(c2ccc(F)cc2)c2cc(Cl)ccc2N1 (configuration not stated)
(9) CC(C)c1cc(C2CCCN2C(=O)c2cc(-c3ccc(F)cc3)no2)on1 (configuration not stated)
(10) O=C(COc1ccc([N+](=O)[O-])cc1)NCc1ccc2c(c1)OCO2
compound no.,6,7,8,9,10
mHTT-CaM PPI inh,12,-11,19,-3,5
Pf apPOL block,1,-8,-4,1,-1

(11) NC1CCCCC1
(12) COc1cc(NC(=O)COc2ccc(Cl)cc2C)ccc1NC(=O)c1ccco1
(13) CN(CCc1ccccn1)C(=O)/C(=C\c1ccccc1)NC(=O)c1ccccc1
(14) O=C(COc1ccc(Br)cc1)NC1CCCC1
(15) Cc1ccc(-c2cn3cccc(C)c3n2)cc1
compound no.,11,12,13,14,15
mHTT-CaM PPI inh,-5,14,4,-11,-7
Pf apPOL block,-8,0,-1,-6,.

(16) N#Cc1ccc(Oc2ccc(N)cc2)cc1
(17) COCCCn1c(=N)c(C(=O)NCc2ccccc2)cc2c(=O)n3ccccc3nc21
(18) CCN(CC)c1nc(C(=O)N2CCCC2)nc2nc(C)cc(C)c12
(19) O=C(CCCCCn1c(=S)[nH]c2cc3c(cc2c1=O)OCO3)NC1CCCC1
(20) COc1ncc(C(=O)N2CCN(c3cc(C)ccc3C)CC2)cn1
compound no.,16,17,18,19,20
mHTT-CaM PPI inh,0,-2,-10,-4,-1
Pf apPOL block,-4,-10,-4,-6,3

(21) Cc1ccc(NC(=O)CN(C)S(=O)(=O)c2ccc(Br)cc2)cc1C
(22) COc1ccc(NC(=O)c2cnc3n(c2=O)CCS3)cc1Cl
(23) O=C(CCC1CCCCC1)N1CCOCC1CO (configuration not stated)
(24) CC1CCN(C(=O)c2ccc(OCC3CCCN(C(=O)C4CCCCC4)C3)cc2)CC1 (configuration not stated)
(25) O=C(CSc1nc2c(c(=O)n1-c1ccc(F)cc1)SCC2)c1ccc(Cl)cc1
compound no.,21,22,23,24,25
mHTT-CaM PPI inh,-3,6,-4,16,-4
Pf apPOL block,-1,-4,-3,4,1

(26) O=C(NCc1ccc2c(c1)OCO2)C1CCN(c2ccncc2)CC1
(27) O=C(/C=C/c1ccco1)Nc1ccc(NC(=O)c2ccco2)cc1
(28) CN(CC(=O)NCCc1ccc(S(N)(=O)=O)cc1)c1nc2c(Cl)cccc2s1
(29) O=C(c1cc2cc([N+](=O)[O-])ccc2s1)N1CCCCC1
(30) S=C(NCC1CC1)Nc1cccnc1
compound no.,26,27,28,29,30
mHTT-CaM PPI inh,6,30,-3,-4,.
Pf apPOL block,-4,-6,-14,1,-6

(31) Cn1c(C2CCN(S(C)(=O)=O)CC2)nn(Cc2ccc(Cl)c(Cl)c2)c1=O
(32) NC(N)=NS(=O)(=O)c1ccc(N=Cc2cc(Br)cc(Br)c2O)cc1
(33) CN(c1ccc(F)cc1)S(=O)(=O)c1ccc2[nH]cc(C(=O)NCC3CCCO3)c(=O)c2c1 (configuration not stated)
(34) Fc1ccc(C2=CC(c3ccco3)n3ncnc3N2)cc1 (configuration not stated)
(35) CCOc1ccccc1C=C1Oc2c(ccc(O)c2CN2CCN(C)CC2)C1=O
compound no.,31,32,33,34,35
mHTT-CaM PPI inh,-6,12,14,1,24
Pf apPOL block,-16,1,-7,10,-6

A different layout for some results above:
[31] Cn1c(C2CCN(S(C)(=O)=O)CC2)nn(Cc2ccc(Cl)c(Cl)c2)c1=O
  mHTT-CaM PPI inh: -6	Pf apPOL block: -16

[32] NC(N)=NS(=O)(=O)c1ccc(N=Cc2cc(Br)cc(Br)c2O)cc1
  mHTT-CaM PPI inh: 12	Pf apPOL block: 1

[33] CN(c1ccc(F)cc1)S(=O)(=O)c1ccc2[nH]cc(C(=O)NCC3CCCO3)c(=O)c2c1 (configuration not stated)
  mHTT-CaM PPI inh: 14	Pf apPOL block: -7

(next part)
(36) O=c1ccc2cc(S(=O)(=O)N3CCCN(S(=O)(=O)c4ccc5oc(=O)ccc5c4)CC3)ccc2o1
(37) CCOC(=O)c1ccc(CNC(=O)N2CCC(c3nc4ccncc4n3C)C2)cc1 (configuration not stated)
(38) CC1CCN(S(=O)(=O)N2CCC(C(=O)N3CCC4(CC3)OCCO4)CC2)CC1
(39) O=[N+]([O-])c1ccc(SCCc2ccncc2)cc1
(40) Cn1cc(/C=C2\CCC/C(=C\c3cnn(C)c3)C2=O)cn1
compound no.,36,37,38,39,40
mHTT-CaM PPI inh,32,3,-6,2,6
Pf apPOL block,.,-12,-14,-28,-3

(41) COc1cccc(C(CNC(=O)C2CCN(S(C)(=O)=O)CC2)N2CCOCC2)c1 (configuration not stated)
(42) CCN(CC)c1ccc(/C=C2/C(=O)N(c3ccc(C)cc3)N=C2C)cc1
(43) Cc1cc(C)c(C#N)c(Nc2cc(Cl)ccc2Cl)n1
(44) CCSc1nnc2n1CCN2c1ccc(F)cc1
(45) CCCCC(=O)Nc1nnc(Cc2ccc(Cl)cc2Cl)s1
compound no.,41,42,43,44,45
mHTT-CaM PPI inh,1,29,-5,-2,-1
Pf apPOL block,-6,-1,6,-3,2

Among those listed so far, these have a nitro group on carbon:
(10) O=C(COc1ccc([N+](=O)[O-])cc1)NCc1ccc2c(c1)OCO2
(29) O=C(c1cc2cc([N+](=O)[O-])ccc2s1)N1CCCCC1
(39) O=[N+]([O-])c1ccc(SCCc2ccncc2)cc1
compound no.,10,29,39
mHTT-CaM PPI inh,5,-4,2
Pf apPOL block,-1,1,-28

Going on with the list.
(46) O=C(CCCc1ccccc1)NCc1ccc2c(c1)OCO2
(47) Nc1nc(N)c(-c2c(-c3ccc(Cl)s3)[nH]c3nc(N)[nH]c(=O)c23)c(=O)[nH]1
(48) O=C(NCC(O)c1ccccc1)c1ccccc1 (configuration not stated)
(49) O=C(Cc1ccc(F)cc1)NC1(c2nc(-c3cccnc3)no2)CCCCC1
(50) O=C(Nc1nc2ccc([N+](=O)[O-])cc2s1)c1ccncc1
compound no.,46,47,48,49,50
mHTT-CaM PPI inh,-8,0,.,4,-1
Pf apPOL block,-4,.,-9,-3,-4

(51) COc1ccc2c(c1)-c1onc(C(=O)NC(C)C(C)C)c1CC2 (configuration not stated)
(52) O=C(COc1ccc(Cl)cc1Cl)N1CCCCC1
(53) CCN(CC)C(=O)CC(c1ccc(OC)cc1)c1c(OC)cc(OC)c2ccc(=O)oc12 (configuration not stated)
(54) CC(=O)C[C@H]1c2ccccc2S(=O)(=O)N1C1CCN(Cc2ccccc2)CC1
(55) O=C(c1ccccc1Cl)N1CCC2(CC1)NC(=O)N(Cc1ccccc1)C2=O
compound no.,51,52,53,54,55
mHTT-CaM PPI inh,-27,-8,32,-35,1
Pf apPOL block,0,-9,-1,-6,-4

(56) O=C(NCCc1ccccc1)C1CC(=O)N(CCc2c[nH]c3ccc(Cl)cc23)C1 (configuration not stated)
(57) CC1CC(C)CN(S(=O)(=O)c2ccc(F)c(C(=O)Nc3ccc(F)c(Cl)c3)c2)C1 (configuration not stated)
(58) CC(=O)Nc1ccc(C(=O)NCc2ccc(F)c(Cl)c2)c(N2CCOCC2)c1
(59) Cc1ccc(NC(=O)C2CC(=O)N(c3cccc(NC(=O)C4CCC4)c3)C2)cc1Cl (configuration not stated)
(60) Cc1cccc(NC(=O)CCN2CCOCC2)c1
compound no.,56,57,58,59,60
mHTT-CaM PPI inh,90*,-2,28,-1,1
Pf apPOL block,-2,2,-3,-4,10

(61) CCCc1cc(=O)[nH]c(SCC(=O)Nc2cc(Cl)cc(Cl)c2)n1
(62) O=C1C2C(C(=O)N1c1ccc(F)cc1)N1CCCN1C2c1ccccc1 (configuration not stated)
(63) O=S(=O)(c1ccc(Cl)cc1)n1c(SCc2cccnc2)nc2ccccc21
(64) O=C(CN1C(=O)C(=Cc2ccccc2Cl)N=C1c1ccccc1)c1ccccc1
(65) CC(C)n1c(=O)c2c(ncn2Cc2ccc(F)cc2)n(-c2ccc(F)c(F)c2)c1=O
compound no.,61,62,63,64,65
mHTT-CaM PPI inh,.,1,18,.,23
Pf apPOL block,-3,-5,-6,-17,-8

(66) CN(C)c1cccc(C(=O)NCCc2nc3ccccc3c(=O)[nH]2)c1
(67) Nc1ccc(-c2nc3cc(Cl)cc(Cl)c3o2)cc1
(68) O=C(Nc1ccc(Cl)cn1)c1ccc(Br)c(S(=O)(=O)N2CCCCC2)c1
(69) O=C1c2ccc(Br)cc2C(=O)N1Cc1ccccc1
(70) Cc1ccccc1NC(=O)N1CC=C(c2cn(C(C)C)c3ncccc23)CC1
compound no.,66,67,68,69,70
mHTT-CaM PPI inh,2,-11,0,-16,27
Pf apPOL block,1,-2,0,-6,-6

(71) CCCSCCCNC(=O)CCC(=O)N1CC2CCCN2c2ccccc21 (configuration not stated)
(72) O=C(O)c1nn(-c2ccc(Cl)cc2)c(=O)c2ccccc12
(73) O=C(Cc1c(F)cccc1Cl)N1CCC(Cn2ccnc2)CC1
(74) COc1ccc(C(=O)Nc2ccc(N3CCCC3)c(Cl)c2)cc1
(75) CN(C)c1ccc(N2CCC(C(=O)NCCc3c[nH]c4ccccc34)CC2)nn1
compound no.,71,72,73,74,75
mHTT-CaM PPI inh,29,-1,-12,16,96*
Pf apPOL block,0,-6&20&1,-2,-10,2

(76) O=C(NCC(=O)N1CCCc2ccccc21)c1cccc(Cl)c1
(77) CCn1c(SCC(=O)NC2CCCCC2)nc2ccccc21
(78) COc1ccc(OC)c(CNC(=O)c2cc3n(n2)CCCN(Cc2cccc(C)c2)C3=O)c1
(79) Cc1cccc(N(CC(=O)N2CCOCC2)S(=O)(=O)c2ccccc2)c1C
(80) CCN(C(=O)Cn1c(C(C)C)nc2c(c1=O)CN(Cc1ccccc1)CC2)c1ccccc1
compound no.,76,77,78,79,80
mHTT-CaM PPI inh,-9,3,33,0,4
Pf apPOL block,0,-3,-4,11,-5

(81) O=C1C(=O)N(c2ccccc2)C(c2ccc([N+](=O)[O-])cc2)C1=C(O)c1ccccc1 (configuration not stated)
(82) Cc1cccc(OCC(=O)N2CCc3ccccc3C2)c1C
(83) O=C(c1cncc(Br)c1)N1CCCC(c2nnc(-c3ccccc3)o2)C1 (configuration not stated)
(84) O=C(Nc1cnc(-c2ccccc2)nc1)C1CC1
(85) Cc1cc(=O)oc(C)c1C(=O)NC1CCCCCCC1
compound no.,81,82,83,84,85
mHTT-CaM PPI inh,36,-7,0,-6,6
Pf apPOL block,6,-3,-7,-2,-7

(86) O=C1OC(c2ccc(Br)cc2)=N/C1=C\c1ccc(Cl)cc1
(87) Cc1ccc(S(=O)(=O)Nc2ccccc2C(=O)Nc2ccc([N+](=O)[O-])cc2)cc1
(88) COC(=O)Nc1ccc(C)c(N2CCCC2=O)c1
(89) CC(=O)c1ccc(S(=O)(=O)NCCC2CCN(C(=O)c3ccc(C)cc3)CC2)cc1
(90) Cc1ccccc1/C=C1\N=C(c2cccc(I)c2)OC1=O
compound no.,86,87,88,89,90
mHTT-CaM PPI inh,-5,25,-7,57*,7
Pf apPOL block,-7,2,-2,3,13

(91) Cc1c(Cl)ccc(NC(=O)C2CCCN2S(=O)(=O)c2ccccc2)c1Cl (configuration not stated)
(92) Cc1cccc(Oc2nc3c(c(=O)n(C)c(=O)n3C)n2Cc2ccccc2F)c1
(93) Cc1ccc(NCn2nnc3ccccc32)c(Br)c1
(94) Cc1c(C(=O)NCc2cccnc2)oc2ccccc12
(95) COCCn1cc2c3c(cccc31)CN(C(=O)Nc1cc(OC)c(OC)c(OC)c1)CC2
compound no.,91,92,93,94,95
mHTT-CaM PPI inh,-5,-8,-5,-4,20
Pf apPOL block,-7,-6,5,2,-4

(96) O=C(CCc1ccccc1)Nc1nnc(SCC(=O)N2CCCCC2)s1
(97) CC1=C(C#N)C(=O)NC(=O)/C1=C\c1ccc(-c2ccc(Cl)cc2Cl)o1
(98) COc1cccc(C2N(c3cccc(Cl)c3)C(=O)C3CCCN32)c1 (configuration not stated)
(99) Cc1cccc(NC(=O)c2cccc(-c3cnc(N4CCCCC4)nc3)c2)c1
(100) Cc1ccc(C2=CC(c3ccc(Cl)cc3Cl)n3nnnc3N2)cc1 (configuration not stated)
(101) NC(=O)c1c(N=c2oc3ccc(Cl)cc3cc2C(N)=O)sc2c1CCCC2
compound no.,96,97,98,99,100,101
mHTT-CaM PPI inh,1,71*!,-7,2,-3,8
Pf apPOL block,-4,-4&-4,-8,3,-6,0

Complete entries, looked up by structure. Order of screens: mHTT-CaM PPI inh, Pf apPOL block
Entry for `COc1ccc(NC(=O)c2cnc3n(c2=O)CCS3)cc1Cl` → 6, -4
Entry for `CC(C)c1cc(C2CCCN2C(=O)c2cc(-c3ccc(F)cc3)no2)on1` (configuration not stated) → -3, 1
